Assay outcomes: PubChem BioAssay, several laboratories
RmlCD inh 1536: inhibitors of Mycobacterium tuberculosis RmlC and RmlD coupled enzymes | hit rate 0.03% among 160,000 | AID 1533 | P9WH09+P9WH11 | RmlC+RmlD coupled enzyme assay, percent inhibition; primary screen in compound mixtures | inhibition, % at 3.6 µM; in the data active = inhibition mostly above about 34%, no sharp cut-off; note: some results filed as inactive read as strong as hits
Target sequence (P9WH09 whole entry, looked up): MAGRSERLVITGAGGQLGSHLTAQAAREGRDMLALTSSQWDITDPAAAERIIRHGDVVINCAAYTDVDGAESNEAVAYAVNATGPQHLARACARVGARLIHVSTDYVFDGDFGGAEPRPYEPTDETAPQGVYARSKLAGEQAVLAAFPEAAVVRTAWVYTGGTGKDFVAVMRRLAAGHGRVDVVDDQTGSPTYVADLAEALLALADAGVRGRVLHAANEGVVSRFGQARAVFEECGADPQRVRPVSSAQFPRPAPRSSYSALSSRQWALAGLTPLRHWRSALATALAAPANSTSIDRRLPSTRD
Target sequence (P9WH11 whole entry, looked up): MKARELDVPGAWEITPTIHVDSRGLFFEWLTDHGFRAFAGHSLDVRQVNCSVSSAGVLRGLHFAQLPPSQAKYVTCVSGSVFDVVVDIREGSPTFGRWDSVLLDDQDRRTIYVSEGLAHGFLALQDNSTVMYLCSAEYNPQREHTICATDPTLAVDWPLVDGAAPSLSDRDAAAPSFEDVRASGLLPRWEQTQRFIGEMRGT
GlmU inhibition: inhibition of mycobacterial GlmU enzyme – biochemical, glucosamine-1-phosphate acetyltransferase (AID 1376). M. tuberculosis GlmU acetyltransferase enzyme assay; higher % means a stronger effect. hit rate 0.25% among 220,000. inhibition, %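 (tested at 30 µM in the primary screen)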, or IC50 in µM where a hit was titrated; in the data active = inhibition above about 13%;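 note: 0% = complete reaction with vehicle and 100% = reaction without substrate; strong numbers were not always called active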
* marks the source's active call; other numbers are inactive results; . = not tested or not shown. These rows are one share of the data; the hit share may differ from the screen's.

Start of the listing, in advance:
canonical_smiles	RmlCD inh 1536	GlmU inhibition
C#CCSc1n[nH]c(=O)n1-c1cccc(C(F)(F)F)c1	.	-0.8%
O=C(CCCN1C(=O)c2cccc3cccc(c23)C1=O)N1CCc2ccccc2C1	.	-2.4%

Main list, from the start:
canonical_smiles	RmlCD inh 1536	GlmU inhibition
C#CCSc1n[nH]c(=O)n1-c1cccc(C(F)(F)F)c1	.	-0.8%
O=C(CCCN1C(=O)c2cccc3cccc(c23)C1=O)N1CCc2ccccc2C1	.	-2.4%
CC(=O)N/C(=C/c1ccc2c(c1)OCO2)C(=O)NCCO	-11.1	1.5%
CC1(C)NC(=O)N(CC(O)COC2CCCCC2)C1=O (stereo unspecified)	-7.6	.
CCCn1c(/C=N/Nc2nc3ccccc3[nH]2)nc2ccccc21	2.1	5.1%
COC(=O)CSCC(=O)Nc1nnc(-c2ccccc2C)s1	7.1	5.6%
CCn1nc(C)c(CNC(=O)CC2C(=O)NCCN2CC(C)C)c1C (stereo unspecified)	.	4.2%
O=C(CSc1nnc(-c2cc3ccccc3cc2O)n1Cc1ccco1)c1ccc(F)cc1	17.9	7.3%
COCCN=c1scc(-c2ccc3c(c2)NC(=O)CO3)n1/N=C(\C)c1ccc(O)cc1	-8.8	1.6%
CCOC(=O)CCSc1nc(C(C)(C)C)cc(C(F)(F)F)c1C#N	.	1.5%
CC1CCN(C(=O)COC(=O)c2n[nH]c3ccccc23)CC1	2.6	1.2%
CCc1ccc(N2C(=O)CC(N3CCC(C(=O)OC)CC3)C2=O)cc1 (stereo unspecified)	.	-4.7%
COc1ccc(Cc2nnc(NC(=O)CSc3ccccc3)s2)cc1	7.4	1.8%
O=C(CN=C1NC(=O)C(c2ccccc2)(c2ccccc2)N1)NCc1ccc(F)cc1	-10.2	0.1%
O=C(/C=C/c1c(Cl)nc2ccccn12)N1CCN(c2ccccc2F)CC1	-6.2	3.6%
Cc1ccc2c(C(=O)CN3CCN(C4CCCCC4)CC3)c(C)[nH]c2c1	-7.1	0.3%
CCc1ccccc1NC(=O)C1CCCN(S(=O)(=O)c2c(C)noc2C)C1 (stereo unspecified)	6.3	-2.9%
CC(C)OCCCNC(=O)C1CCC(=O)N1C(C)C (stereo unspecified)	-9.0	-1.0%
CCCCOC(=O)c1ccc(NC(=O)C(=O)NCCN(CC)CC)cc1	-8.2	2.8%
CS(=O)(=O)N1CCC(C(=O)N2CCN(c3ccccc3F)CC2)CC1	5.8	-3.2%
CNS(=O)(=O)c1cccc(C(=O)OCc2cc(=O)n3cc(Br)ccc3n2)c1	-0.1	-1.2%
CCOC(=O)C(C)Sc1nc(=O)n2ccccc2n1 (stereo unspecified)	-6.2	-9.8%
O=C(c1ccco1)N1CCN(C(=O)c2sccc2-c2ccccc2)CC1	.	-6.1%
O=C(O)c1cc2nc(C3CC3)cc(C(F)(F)F)n2n1	-5.6	3.7%
CCn1c(=O)n(CC)c2cc(S(N)(=O)=O)ccc21	-9.4	-8.8%
Cn1c(Oc2ccccc2NCc2cccc(Br)c2)cc(=O)n(C)c1=O	.	0.0%
COc1cc(C(=O)N/N=C/c2ccccn2)cc(OC)c1OC	7.6	-0.7%
O=C(CCN1C(=O)C2CCCCC2C1=O)Nc1nc(-c2ccccc2)cs1 (stereo unspecified)	5.8	6.2%
Cc1ccc[n+](-c2[nH]c(=O)sc2/C=N/NC(=O)c2ccccc2[O-])c1	-8.5	-1.1%
COc1cccc(C(=O)Nc2ccc3c(c2)C(=O)c2ccccc2C3=O)c1	-8.4	-0.7%
Cc1cccc(C)c1NC(=S)N/N=C/c1ccc(OCCC(C)C)cc1	.	-0.5%
COc1cc2nc(SCC(=O)NCc3ccco3)n(Cc3ccc(Cl)cc3)c(=O)c2cc1OC	.	-6.5%
CCOC(=O)C1=C(C)N=C2SCCC(=O)N2[C@@H]1/C=C/c1ccccc1	.	2.4%
CC1CCN(c2nc(N3CCCCC3)nc(N3CCCCC3)n2)CC1	.	0.1%
CCOC(=O)c1cnc(-n2nc(C)cc2C)nc1NNc1cc(C)nc(-c2ccccc2)n1	3.5	5.3%
COc1ccc(NC(=O)/C(=C\c2cc(OC)c(OC)cc2[N+](=O)[O-])NC(=O)c2ccccc2)cc1	.	2.9%
O=C(COc1ccccc1Cl)Nc1cccnc1	.	-1.0%
CSc1ccccc1NC(=O)CN(c1ccccc1)S(=O)(=O)N(C)C	.	-1.0%
COc1ccccc1/C=C/C(=O)OCC(=O)Nc1ccc(Cl)cn1	-11.4	.
S=C(NC1CC1)N1CCN(c2ccc(Cl)cc2)CC1	.	1.5%
Cc1[nH]c2ccccc2c1NC(=O)CN1CCN(c2cccc(C(F)(F)F)c2)CC1	10.7	0.8%
O=C1CSC(c2cccnc2)N1c1cccc(Cl)c1 (stereo unspecified)	3.5	-1.0%
CC1CCC(NC(=O)CC(C)(C)Cc2nc3ccccc3c(=O)[nH]2)CC1 (stereo unspecified)	-23.2	1.1%
CC1=C(C(=O)Nc2ccc(Cl)cc2)C(c2cccs2)n2nnnc2N1 (stereo unspecified)	6.4	3.4%
Cn1c(=O)c2c(ncn2CC(=O)N/N=C/C=C/c2ccccc2[N+](=O)[O-])n(C)c1=O	-13.7	0.2%
CN(NC1OC(=O)c2ccccc21)c1ccccc1[N+](=O)[O-] (stereo unspecified)	-1.6	7.2%
CCCCOP(=O)(OCCCC)C(Nc1ccccc1)c1ccc2c(c1)OCO2 (stereo unspecified)	.	-1.0%
COc1ccc(S(=O)(=O)Nc2ccccc2Cl)cc1NC(C)=O	-5.6	-2.2%
CCN(CC)S(=O)(=O)c1ccc(OC)c(NC(=O)C2CC(=O)N(c3ccc(C)cc3)C2)c1 (stereo unspecified)	-10.6	5.2%
COc1ccccc1N1CCN(C(=O)c2ccccc2NC(=O)C2CCCCC2C(=O)O)CC1 (stereo unspecified)	.	0.7%
NC1=NC2(CCC(c3ccccc3)CC2)n2c(nc3ccccc32)N1 (stereo unspecified)	-3.0	.
CC1CCCC(NC(=O)COC(=O)[C@@H](NC(=O)c2ccco2)C(C)C)C1C (stereo partly specified)	.	-6.7%
FC(F)(F)c1nnc2sc(-c3ccncc3)nn12	-11.6	2.5%
COc1cc(C2Nc3ccccc3NC3=C2C(=O)CC(c2ccc(OC)c(OC)c2)C3)ccc1O (stereo unspecified)	.	3.4%
O=C(CCC(=O)c1ccc(F)cc1)Nc1cccc(C(F)(F)F)c1	-13.9	-1.0%
O=C(C1CCN(CC2CCCCC2)CC1)N1CCCC1	0.9	7.1%
Cc1cc(C)nc(NC(=O)C(C)N2C(=O)c3ccccc3C2=O)n1 (stereo unspecified)	5.4	-2.2%
Cc1cccc(N2C(=O)NC(=O)C3(Cc4cc(C)ccc4N(C)C3)C2=O)c1 (stereo unspecified)	.	-3.0%
Cc1ccc(OC(=O)NC2CCS(=O)(=O)C2)cc1C (stereo unspecified)	.	1.6%
Cc1nnc(SCC(=O)NCc2cccs2)[nH]c1=O	.	-1.1%

Full records as entered above. Screens in order: RmlCD inh 1536	GlmU inhibition
`COc1ccc(NC(=O)/C(=C\c2cc(OC)c(OC)cc2[N+](=O)[O-])NC(=O)c2ccccc2)cc1` is listed as .	2.9%
`NC1=NC2(CCC(c3ccccc3)CC2)n2c(nc3ccccc32)N1` (stereo unspecified) is listed as -3.0	.
`CN(NC1OC(=O)c2ccccc21)c1ccccc1[N+](=O)[O-]` (stereo unspecified) is listed as -1.6	7.2%
`COc1ccccc1/C=C/C(=O)OCC(=O)Nc1ccc(Cl)cn1` is listed as -11.4	.
`FC(F)(F)c1nnc2sc(-c3ccncc3)nn12` is listed as -11.6	2.5%

Additional compounds
canonical_smiles	RmlCD inh 1536	GlmU inhibition
Cc1ccc(NC(=O)C2CCCN(S(=O)(=O)c3c(C)noc3C)C2)cc1 (stereo unspecified)	.	2.3%
Cc1ccc(S(=O)(=O)N/N=C/c2cc(Br)ccc2O)cc1	.	-8.6%
Cc1c(C(=O)C(=O)NCCC2=CCCCC2)c2ccccc2n1C	31.6	-9.0%
CCCCC1(CC(=O)OC)C(=O)N(c2ccccc2)N(c2ccccc2)C1=O	-16.5	5.5%
Cc1cccc(-n2ncc3c(N(CCO)CCO)ncnc32)c1	-6.7	2.4%
CC(C)c1cc(C(=O)Nc2cc(Cl)ccc2O)no1	10.8	-4.1%
c1cncc(-c2nnc(-c3cccnc3)nn2)c1	28.1	.
Clc1cccc(CSc2nnc(-c3c[nH]c4ccccc34)o2)c1	8.9	3.4%
Cc1c(C(=O)Nc2cccc(C(F)(F)F)c2)oc2ccc(S(=O)(=O)N3CCOCC3)cc12	.	-6.3%
O=S(=O)(Nc1ccc(Oc2ncccn2)c(Cl)c1)c1ccc(Cl)cc1	2.6	.
COc1cccc(N2C(=O)NC(=O)/C(=C\c3ccc([N+](=O)[O-])s3)C2=O)c1	10.5	2.5%
CCCCn1ccnc1C	84.9	12.3%
CCN1C(=O)CS/C1=N\S(=O)(=O)c1ccc(Cl)cc1	-8.3	5.5%
O=C(CCS(=O)(=O)c1cc(Br)cc2c1N(C(=O)C1CC1)CC2)NCc1ccco1	55.2	-0.1%
Cc1c(/C=N/Nc2ccc(C(=O)O)cc2)c2ccccc2n1C	12.9	10.5%
Cc1cc(=O)[nH]c(N/N=C/c2ccc3c(c2)OCCO3)n1	.	0.7%
CCCCNc1c(N)n(CCCC)c(=O)[nH]c1=O	-9.1	0.3%
COc1ccc(C2CC(=O)C3=C(C2)NC(C)=C(C#N)C3c2ccc(N(C)C)cc2)cc1 (stereo unspecified)	56.9	-1.9%
O=C(COC(=O)c1ccccn1)Nc1cccc2ccccc12	42.0	1.4%
O=C1NNC(=O)C2C3C=CC(C4CC34)C12 (stereo unspecified)	.	-0.4%
O=C(COC(=O)CCC(NC(=O)OCc1ccccc1)C(=O)OCC(=O)Nc1ccccc1)Nc1ccccc1 (stereo unspecified)	3.7	-0.3%
CCc1ccccc1NC1c2ccccc2C(=O)N1c1cccnc1 (stereo unspecified)	7.3	1.9%
COc1ccc(C(=O)Nc2ccc([N+](=O)[O-])cn2)cc1OC	-7.5	-1.1%
COc1ccccc1N/C(=N/S(=O)(=O)c1ccc(Cl)cc1)c1ccccc1	.	-0.5%
COc1ccc(-c2nnc(SCC(=O)Nc3ccc4c(c3)OCCO4)n2N)cc1OC	4.3	4.0%
Cc1ccc(-c2nn3cnnc3c3ccccc23)cc1	-1.3	7.7%
Cc1ccc(CSCCNC(=O)CSc2ccccc2)cc1	-13.4	2.9%
CCn1cc(C2=NC(c3ccccc3)CO2)c2ccccc21 (stereo unspecified)	.	-7.1%
Cc1ccc(CC(=O)OCC(=O)NC2CCCC(C)C2C)cc1C (stereo unspecified)	.	4.5%
CC(C)OC(=O)c1cccnc1SCC(=O)N(C)c1ccccc1	8.2	0.3%
CCCCn1c(CNC(=O)Cc2ccccc2)nc2ccccc21	-3.9	2.7%
COC1CCN(C(=O)CC2C(=O)NCCN2CC(C)(C)C)CC1 (stereo unspecified)	.	-5.0%
Cc1cc(C(=O)N2CCC(C)CC2)on1	-5.2	11.3%
COC(=O)c1cscc1NC(C)=O	1.6	-2.8%
O=c1c2ccccc2nc(-c2ccccc2)n1-c1cccnc1	11.7	1.5%
C=CCNC(=O)c1c(CSc2ccc(Cl)cc2)noc1C(=O)NCCC	.	-1.6%
Cc1cccc(NS(=O)(=O)c2ccc3[nH]c(=O)cc(C(=O)OC(C)C(=O)Nc4ccc([N+](=O)[O-])cc4)c3c2)c1 (stereo unspecified)	-13.8	-2.7%
CN(C)CCCN(C(=O)COc1ccc(Cl)cc1)c1nc2c(F)cccc2s1	7.9	-4.0%
COc1ccc(-c2csc(N(Cc3ccco3)C(=O)c3cccs3)n2)cc1	-5.5	2.9%
CCC(=O)Nc1ccc(C(=O)N/N=C/c2ccccc2[N+](=O)[O-])cc1	-5.2	4.4%
CCCN1Cc2cccc(C(=O)NCc3cccs3)c2C1=O	-2.5	.
COc1ccc(C(=O)N2CC3(C)CC2CC(C)(C)C3)cc1OC (stereo unspecified)	.	-9.1%
Cc1nn(CCc2nn[nH]n2)c2nc(-c3ccccc3)cc(C(F)(F)F)c12	3.0	-2.8%
CN(/N=C/c1ccc(Br)o1)C1=NS(=O)(=O)c2ccccc21	1.1	-2.0%
O=C(Nc1ccc(C(=O)N2CCOCC2)cc1)Nc1cccc2ccccc12	44.3	-2.0%
CCN(Cc1ccccc1)C(=O)Cn1c(C(C)O)nc2ccccc21 (stereo unspecified)	-10.7	3.6%
O=C(Nc1ccc2oc(-c3ccncc3)nc2c1)c1ccc2c(c1)OCCO2	4.5	2.7%
CCNC(=O)NC(=O)C(C)OC(=O)c1c(C)nn(Cc2ccccc2Cl)c1Cl (stereo unspecified)	-11.2	2.5%
COc1cccc(-c2nc3ccccc3c(=O)n2NC(=O)c2cccnc2Cl)c1	-10.5	8.9%
COc1ccccc1C1N(c2ccc(F)cc2)C(=O)C2CCCN21 (stereo unspecified)	.	1.0%
